# High-throughput results (PubChem)
# PfHsp40 rescue: rescue of PfHsp40-mediated yeast toxicity | S. cerevisiae expressing PfHsp40, growth rescue, ATP luminescence | growth rescue, % at 12.5 µM | hit rate 0.68% among 340,000 | AID 504582; in the data active = growth rescue above about 28%, passing the limit was not always enough; inconclusive = no clear call, values can overlap the other calls;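 note: yeast W303a lacking pdr1 and pdr3 grown in galactose medium; growth measured after three days at 30 °C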
# FadD28 binding: blocks FadD28 binding to the bisubstrate probe | fluorescence polarization | AID 588549 | inhibition, % at 12.5 µM | hit rate 0.22% among 360,000; in the data active = inhibition above about 8.5%, passing the limit was not always enough; inconclusive = no clear call, values can overlap the other calls
# Mtb BioA inh: BioA (M. tuberculosis) enzyme inhibition; purified M. tuberculosis BioA enzyme, plate reader; inhibition, % at 9.99 µM; hit rate 0.096% among 360,000; in the data active = inhibition above about 40%; inconclusive = no clear call, values can overlap the other calls
# Vc quorum ag: induces V. cholerae light production without autoinducers. V. cholerae BH1578 lux reporter, luminescence, 6 h. AID 588436. activation, % at 18.7 µM. hit rate 0.16% among 350,000; in the data active = activation mostly above about 9.7%, no sharp cut-off; inconclusive = no clear call, values can overlap the other calls; inactive = mostly below about 3.7%; note: not every result past the cut was called active; inactives centre near 0; reference of the scale not given here
# TcdB inh: inhibitors of Clostridioides difficile toxin B glycohydrolase; P18177; TcdB glycohydrolase enzymatic assay, plate reader; inhibition, % at 9.99 µM; hit rate 0.24% among 350,000; in the data active = inhibition above about 10%
# FBA Mtb inh: Mtb fructose-bisphosphate aldolase inhibition | P9WQA3 | purified M. tuberculosis FBA, fluorescence read-out | inhibition, % at 1 µM | hit rate 2.3% among 360,000; in the data active = inhibition above about 27%;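 note: 0% = vehicle and 100% = reference inhibitor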
# Target sequence (P9WQA3 whole entry, looked up): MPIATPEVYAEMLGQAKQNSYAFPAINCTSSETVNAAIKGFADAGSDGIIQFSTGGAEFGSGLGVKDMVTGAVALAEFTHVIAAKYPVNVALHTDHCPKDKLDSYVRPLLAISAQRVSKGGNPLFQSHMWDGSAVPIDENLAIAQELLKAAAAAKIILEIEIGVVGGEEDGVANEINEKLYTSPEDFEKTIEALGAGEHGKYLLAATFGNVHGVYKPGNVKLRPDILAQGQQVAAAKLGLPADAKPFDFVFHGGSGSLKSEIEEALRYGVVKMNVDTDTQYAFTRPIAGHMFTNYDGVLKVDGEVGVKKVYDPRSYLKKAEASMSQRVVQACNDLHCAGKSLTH
# Mtb UGM inh: inhibitors of M. tuberculosis UDP-galactopyranose mutase | P9WIQ1 | purified UGM, fluorescence polarization probe displacement | inhibition, % at 10 µM | hit rate 0.06% among 320,000; in the data active = inhibition above about 10%, passing the limit was not always enough; inconclusive = no clear call, values can overlap the other calls
# Target sequence (P9WIQ1 whole entry, looked up): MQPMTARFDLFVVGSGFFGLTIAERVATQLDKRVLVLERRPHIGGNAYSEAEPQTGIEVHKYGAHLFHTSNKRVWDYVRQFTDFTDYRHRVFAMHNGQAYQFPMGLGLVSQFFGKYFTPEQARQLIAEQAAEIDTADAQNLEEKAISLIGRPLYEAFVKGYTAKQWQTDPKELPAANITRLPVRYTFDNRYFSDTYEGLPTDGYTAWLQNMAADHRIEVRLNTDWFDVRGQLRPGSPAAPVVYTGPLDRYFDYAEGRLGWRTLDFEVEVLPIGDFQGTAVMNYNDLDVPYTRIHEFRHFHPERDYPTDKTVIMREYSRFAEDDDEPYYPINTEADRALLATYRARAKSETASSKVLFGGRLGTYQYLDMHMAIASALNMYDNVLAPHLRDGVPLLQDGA
# GDH-TPI counter: inhibits GDH-TPI coupling enzymes, artifact for Mtb FBA screen; GDH-TPI coupled enzyme counterscreen, NADH absorbance; AID 588335; inhibition, % at 4.8 µM; hit rate 1.2% among 360,000; in the data active = inhibition above about 30%;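 note: 0% = DMSO wells and 100% = wells lacking the enzyme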
# Y pestis TopoI: Y. pestis Topo-I inhibition via cleavage products. AID 504884. hit rate 0.064% among 360,000. activity, % at 10 µM. Y. pestis Topo-I cleavage product accumulation, plate reader; in the data active = activity above about 50%, passing the limit was not always enough; inconclusive = no clear call, values can overlap the other calls; note: inactives centre near 2
# * = called active by the depositor; i = inactive; ? = inconclusive; · = not tested or not shown.
SMILES,PfHsp40 rescue,FadD28 binding,Mtb BioA inh,Vc quorum ag,TcdB inh,FBA Mtb inh,Mtb UGM inh,GDH-TPI counter,Y pestis TopoI
COC(=O)C1=C2SCC(=O)N2C(N)=C(C#N)C1,1.2,-3.3,-0.7,-0.2,-0.8,-3,1.5,-1,0
Cc1ccc(NC(=O)C(Cc2ccccc2)NC(=O)c2ccco2)cc1 (centres undefined),-1.1,-3.3,0.4,i,·,-5,0.4,-1,-1
Cc1ccc(C(=O)NCCCn2ccnc2)cn1,-1.1,-0.1,·,-12,·,3,1.4,9,0
C[C@@H](C(=O)NC1CCCCC1)N1C(=O)N2CCc3c([nH]c4ccccc34)[C@@]2(C)C1=O,0.4,-2.4,1.1,-0.6,0.0,0,-1.4,8,24
CCOC(=O)CN(C)S(=O)(=O)c1ccc(-c2cc(C(=O)OC)sc2C(F)(F)F)cc1,·,-2.5,0.0,-0.4,0.8,0,4.1,5,-2
O=C1CCN(C(=O)C(Cl)Cl)N1,-1.2,-2.1,·,-0.5,0.6,-6,1.6,-5,-7
O=C(Nc1ccc(S(=O)(=O)N2CCCC2)cc1)c1cnccn1,0.4,-0.8,0.3,-0.3,0.3,0,-1.0,6,3
CCNC(=O)[C@H]1O[C@@H](n2cnc3c(N)nc(NCCc4ccc(CCC(=O)O)cc4)nc32)[C@H](O)[C@@H]1O,-0.8,-0.1,0.9,-0.2,1.0,1,-0.7,3,17
O=C(c1cc(COc2c(F)cccc2F)on1)N1CCCCCC1,-0.6,0.1,-0.5,2.9,-0.5,-1,1.4,8,21
CCOC(=O)c1sc(NC(=O)c2ccncc2)nc1C,-1.7,-2.6,-3.2,-0.8,·,-1,-0.3,39*,3
CCCCc1c(O)nc2sc3cc(OC)ccc3n2c1=O,-0.8,-0.7,1.8,i,·,1,-3.0,9,3
Cc1ccnc(NS(=O)(=O)c2ccc(NC(=O)c3ccc(S(=O)(=O)N(C)C)cc3)cc2)n1,-0.5,-2.0,·,-1.1,-1.0,2,0.9,3,-2
O=C(O)c1cc(N/N=C/c2ccc(N3CCOCC3)cc2)ccc1Cl,-0.4,0.5,0.8,-3.7,-1.2,2,0.1,69*,-1
Cc1nn(CCCC(=O)Nc2cc(Oc3ccccc3)cc([N+](=O)[O-])c2)c(C)c1[N+](=O)[O-],0.7,-4.1,-1.2,-0.8,·,-3,4.3,8,-4
CC1=NN(c2cccc(Cl)c2)C(=O)C12CC(C)=C(C)CS2 (centres undefined),0.2,-2.1,-0.8,-0.2,·,-3,0.2,-8,13
CCCc1cc(=O)[nH]c(SCC(=O)Nc2c(C)n(C)n(-c3ccccc3)c2=O)n1,-0.4,-3.7,-1.4,i,0.3,-1,3.3,3,3
CCC(C(=O)NCC1CCCO1)n1nc(C)c2sc3ccccc3c2c1=O (centres undefined),-0.4,-1.0,1.7,-0.2,0.2,7,1.9,18,8
Oc1[nH]c2ccccc2c1N=Nc1nc2ccccc2s1,1.8,-1.4,2.1,·,·,2,-0.7,-1,-3
COc1cc(C)c(CN2CC=C(c3ccc(F)cc3)CC2)cc1C,-1.4,-4.0,0.0,i,0.4,-1,-2.0,1,4
COc1ccc(CCN2CC(C(=O)NCc3cc(C(C)C)no3)CCC2=O)cc1 (centres undefined),0.7,-0.1,-2.9,-0.9,1.6,2,·,4,-2

# 14 compounds already listed, ordered by length of the SMILES, smallest number first:
SMILES,PfHsp40 rescue,FadD28 binding,Mtb BioA inh,Vc quorum ag,TcdB inh,FBA Mtb inh,Mtb UGM inh,GDH-TPI counter,Y pestis TopoI
O=C1CCN(C(=O)C(Cl)Cl)N1,-1.2,-2.1,·,-0.5,0.6,-6,1.6,-5,-7
CCCCc1c(O)nc2sc3cc(OC)ccc3n2c1=O,-0.8,-0.7,1.8,i,·,1,-3.0,9,3
Oc1[nH]c2ccccc2c1N=Nc1nc2ccccc2s1,1.8,-1.4,2.1,·,·,2,-0.7,-1,-3
COC(=O)C1=C2SCC(=O)N2C(N)=C(C#N)C1,1.2,-3.3,-0.7,-0.2,-0.8,-3,1.5,-1,0
O=C(c1cc(COc2c(F)cccc2F)on1)N1CCCCCC1,-0.6,0.1,-0.5,2.9,-0.5,-1,1.4,8,21
COc1cc(C)c(CN2CC=C(c3ccc(F)cc3)CC2)cc1C,-1.4,-4.0,0.0,i,0.4,-1,-2.0,1,4
O=C(Nc1ccc(S(=O)(=O)N2CCCC2)cc1)c1cnccn1,0.4,-0.8,0.3,-0.3,0.3,0,-1.0,6,3
CC1=NN(c2cccc(Cl)c2)C(=O)C12CC(C)=C(C)CS2 (centres undefined),0.2,-2.1,-0.8,-0.2,·,-3,0.2,-8,13
O=C(O)c1cc(N/N=C/c2ccc(N3CCOCC3)cc2)ccc1Cl,-0.4,0.5,0.8,-3.7,-1.2,2,0.1,69*,-1
CCC(C(=O)NCC1CCCO1)n1nc(C)c2sc3ccccc3c2c1=O (centres undefined),-0.4,-1.0,1.7,-0.2,0.2,7,1.9,18,8
CCCc1cc(=O)[nH]c(SCC(=O)Nc2c(C)n(C)n(-c3ccccc3)c2=O)n1,-0.4,-3.7,-1.4,i,0.3,-1,3.3,3,3
CCOC(=O)CN(C)S(=O)(=O)c1ccc(-c2cc(C(=O)OC)sc2C(F)(F)F)cc1,·,-2.5,0.0,-0.4,0.8,0,4.1,5,-2
Cc1ccnc(NS(=O)(=O)c2ccc(NC(=O)c3ccc(S(=O)(=O)N(C)C)cc3)cc2)n1,-0.5,-2.0,·,-1.1,-1.0,2,0.9,3,-2
CCNC(=O)[C@H]1O[C@@H](n2cnc3c(N)nc(NCCc4ccc(CCC(=O)O)cc4)nc32)[C@H](O)[C@@H]1O,-0.8,-0.1,0.9,-0.2,1.0,1,-0.7,3,17

# Part of the list above with just Mtb BioA inh and FBA Mtb inh:
molecule | Mtb BioA inh | FBA Mtb inh
Cc1ccnc(NS(=O)(=O)c2ccc(NC(=O)c3ccc(S(=O)(=O)N(C)C)cc3)cc2)n1 | · | 2
O=C(Nc1ccc(S(=O)(=O)N2CCCC2)cc1)c1cnccn1 | 0.3 | 0

# (continued)
SMILES,PfHsp40 rescue,FadD28 binding,Mtb BioA inh,Vc quorum ag,TcdB inh,FBA Mtb inh,Mtb UGM inh,GDH-TPI counter,Y pestis TopoI
COC(=O)C1=C(c2ccc(S(C)(=O)=O)cc2)C[C@@H]2CC[C@H]1N2C(=O)N1CCC(O)CC1,-0.4,-0.7,-0.5,0.1,1.7,2,0.4,-1,8
O=C(Nc1ccc(S(=O)(=O)N2CCN(c3ccccc3)CC2)cc1)c1cccs1,-1.1,0.6,·,i,-0.2,1,0.1,12,-11
CCCCOc1ccc(/C=C/C(=O)OCC(=O)NC2CCS(=O)(=O)C2)cc1OCC (centres undefined),3.2,-1.7,·,7.0,5.0,12,3.4,23,19
Cc1cc(C(=O)N2CCC2(C)C(=O)NS(=O)(=O)c2cccc(Cl)c2)nn1C (centres undefined),·,-2.3,-1.2,0.3,-0.7,-3,·,3,3
COc1ccc(C)cc1S(=O)(=O)N(CC(=O)N1CCOCC1)c1cc(C)cc(C)c1,?,-5.3,0.8,-1.9,-0.5,-2,-1.3,9,7
Cc1cccc(Oc2ccccc2N)c1,-0.2,-1.5,·,0.4,0.1,3,0.2,5,-1
CCOc1ccc(C(=O)OCC(=O)Nc2nc(OC)cc(OC)n2)cc1OCC,0.1,-0.4,-0.2,-3.0,·,-1,1.7,1,6
Cc1ccc(O)c(C(=O)c2cc(C#N)c(=O)n(-c3c(C)n(C)n(-c4ccccc4)c3=O)c2)c1,0.9,-1.2,-8.0,-0.2,·,-5,0.7,24,0
COCCN(C(=O)CCC(=O)Nc1nccs1)C(C(=O)NCCC(C)C)c1ccc(OC)cc1 (centres undefined),0.1,-0.5,-1.2,-3.6,-0.6,-1,1.1,-2,21
CCN1CCN(c2ccc(S(=O)(=O)N3CCOCC3)cc2NC(=O)c2ccccc2OC(F)F)CC1,2.2,-1.8,·,i,0.4,-2,-2.5,2,0
COc1ccccc1-c1c(C)nn2c(-c3ccccc3)cc(C)nc12,-0.6,-1.1,·,i,1.6,0,0.3,8,11
COc1ccc(NC(=O)CCCC(=O)O)cc1Cl,-0.5,-2.1,·,i,-0.1,4,-1.2,3,1
CCN(CC)C(=O)CSCC(=O)Nc1ccccc1,-0.6,-1.0,-0.1,i,·,-2,0.5,-6,6
CCN(CC)CCOC(=O)C1c2ccccc2Oc2ccccc21,1.2,-2.2,2.7,i,·,-1,-1.6,4,-10
O=C(CCn1c(=O)oc2ccccc21)N1CCC2(CC1)OCCO2,-2.0,-1.8,0.6,i,·,5,-1.9,-3,2
Cc1ccc(-c2[nH]nc(N)c2N=Nc2ccccc2C)cc1,3.7,-2.7,-0.3,7.5,·,-1,1.9,4,-10
Cc1sc(NC(=O)c2ccccc2)c(C(c2ccc(Cl)cc2)N2CCN(CCO)CC2)c1C (centres undefined),1.1,-1.1,-1.4,3.4,0.6,-5,-0.5,11,14
Cc1ccc(-c2noc(C3CCN(S(C)(=O)=O)CC3)n2)o1,-0.3,-3.4,·,-0.4,·,0,-0.3,-6,4
Cc1ccc2cc(CN(C(=O)c3cccs3)c3ccccc3)c(=O)[nH]c2c1,-0.7,-3.6,-1.0,-0.3,0.2,-5,-1.9,4,0
CC1CCCN(C(=O)C2CCC(CNc3c(N4CCCCC4)c(=O)c3=O)CC2)C1 (centres undefined),-0.3,-2.4,0.3,-0.6,0.2,-1,-3.3,-1,-5
Cc1ccccc1N=C/C=C1/C=C(c2ccccc2)OC(C)(C)O1,12,-0.8,1.0,-0.4,2.5,0,-0.8,30,-3
O=C(Nc1ccc(S(=O)(=O)Nc2nccs2)cc1)c1ccccc1OC(F)F,0.5,-1.1,-1.9,i,0.7,1,-1.2,1,2
COc1ccccc1C(=O)Nc1c(-c2ccccc2)nc2ccccn12,-0.4,0.7,·,i,1.8,-4,-1.8,20,2
CN(C)c1nc(N)nc(CSc2ncc(Cl)cc2Cl)n1,0.4,0.5,·,-0.4,·,0,0.3,12,20
Nc1nc(CSCCO)nc(Nc2ccccc2)n1,-1.8,-3.2,-3.1,1.0,·,-1,1.2,-8,1
Clc1ccccc1-c1ccc2ncnc(NCc3cccs3)c2c1,2.2,-5.6,-0.4,-0.2,8.6,1,2.2,6,0
CCc1ccc(-n2ccc(=O)c(C(=O)O)n2)cc1,-1.1,0.0,-0.9,2.3,1.9,-1,-1.4,6,1
O=c1cc(-c2ccccc2)nc2cc(-c3ccco3)[nH]n12,0.9,-0.8,0.1,i,-1.5,11,0.7,-1,-6
Cc1ccccc1NC(=O)CC(O)(C(F)(F)F)C(F)(F)F,-0.2,-3.2,-1.8,i,1.9,-2,0.1,-9,5
CCOc1ccc(S(=O)(=O)N2CCN(C(=O)c3ccccc3Cc3ccccc3)CC2)cc1,1.6,0.5,-0.1,-4.0,2.4,-2,0.5,1,0
CCOC(=O)[C@@H](C)N(C(=O)OC(C)(C)C)S(=O)(=O)N(Cc1ccccc1)[C@H](C(=O)OC)C(C)C,0.3,-4.8,-0.6,i,0.8,-4,·,-3,1
CC1CC(C)CN(C(=O)C(Cc2ccccc2)n2cccc2)C1 (centres undefined),1.1,-1.2,-0.9,-0.4,1.3,-2,-6.0,7,21
